# NPYLR7 ag – mosquito NPYLR7 agonism. HEK293T NPYLR7/Galpha15, GCaMP6s calcium fluorescence. activation, % at 10 µM. hit rate 0.15% among 270,000. AID 1259423; in the data active = activation above about 40%;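 also: 0% = vehicle and 100% = reference agonist at the receptor; some compounds past the cut are filed as inactive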
# hcGAS inh – inhibitors of human cGAS | Q8N884 | recombinant h-cGAS, ATP depletion, Kinase-Glo luminescence | inhibition, % at 12.5 µM | hit rate 0.081% among 290,000;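 also: 0% = vehicle reaction and 100% = reaction without DNA for no activity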
# Target sequence (Q8N884 whole entry, looked up): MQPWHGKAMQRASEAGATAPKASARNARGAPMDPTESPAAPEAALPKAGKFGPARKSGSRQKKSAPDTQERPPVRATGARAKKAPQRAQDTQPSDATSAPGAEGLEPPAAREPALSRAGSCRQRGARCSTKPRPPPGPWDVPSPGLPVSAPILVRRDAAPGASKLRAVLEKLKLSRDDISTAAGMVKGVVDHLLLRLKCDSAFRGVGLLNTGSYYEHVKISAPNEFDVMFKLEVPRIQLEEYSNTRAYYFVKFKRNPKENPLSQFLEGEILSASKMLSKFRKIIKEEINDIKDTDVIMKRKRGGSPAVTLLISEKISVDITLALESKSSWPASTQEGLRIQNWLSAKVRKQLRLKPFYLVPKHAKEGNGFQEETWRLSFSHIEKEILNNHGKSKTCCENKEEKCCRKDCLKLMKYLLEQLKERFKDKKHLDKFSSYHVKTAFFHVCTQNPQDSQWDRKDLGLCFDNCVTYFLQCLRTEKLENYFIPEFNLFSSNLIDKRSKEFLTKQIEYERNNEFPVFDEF
# mcGAS inh – blocks mouse cGAS activity; recombinant cGAS, Kinase-Glo ATP depletion luminescence; AID 1259399; hit rate 0.15% among 160,000; Q8C6L5; inhibition, % at 12.5 µM;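 also: 0% = negative control wells and 100% = reference inhibitor with no enzyme activity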
# * marks the source's active call; other numbers are inactive results; . = not tested or not shown; & = joins results of further samples. Rule as the data show it, unless noted: active = inhibition above about 40%; inactive = the rest.
# Fields: NPYLR7 ag	hcGAS inh	mcGAS inh
Cc1ccc(C(C)C)c(OCC(O)CNC(C)(C)C)c1 (stereo unspecified)
  -11	-7	.
O=C(N[C@@H]1CCCCC1NC(=O)C1CCCN(C(=O)c2ccccc2F)C1)c1ccc(F)cc1 (stereo partly specified)
  1	-1	-3
Cc1ccc(-c2csc(-n3[nH]c(C)c(N=Nc4cc(Cl)ccc4Cl)c3=O)n2)cc1
  2	-4	-5
COc1ccc(N2CCN(C(=O)C3CCCCC3C(=O)NCCc3cccc(Cl)c3)CC2)cc1 (stereo unspecified)
  -7	-7	.
CCc1c(C)nn(CC(=O)NC2(C(=O)NC)CCCCC2)c1C
  .	-18	-7
O=C1C(=Cc2ccc([N+](=O)[O-])cc2)SC(=S)N1C1CCS(=O)(=O)C1 (stereo unspecified)
  2	-4	8
CCOC(=O)c1nc2cc(Cl)c(Cl)cc2nc1N1CCCN(C(=O)c2cncc(Br)c2)CC1
  .	-5	-7
O=C(NCc1ccco1)C(=O)N1CCCC1
  9	2	-3
Cc1nn(Cc2ccccc2)c2sc(C(=O)NCC(CC(C)C)N3CCOCC3)cc12 (stereo unspecified)
  0	-1	.
Cc1ccc(NC(=O)c2nn3c(C(F)(F)F)cc(-c4ccc(Br)cc4)nc3c2Cl)cc1C
  3	-2	-7
CC1CN(C)c2ccccc2CN1c1cc(-n2ccnc2)ncn1 (stereo unspecified)
  1	-13	.
FC(F)(F)COCC(F)(F)F
  -3	-1	.
Cc1cccc(Cn2cccc2CN(C(=O)CN(CC(C)C)C(=O)C(C)(C)CCl)C(C)(C)C)c1
  -11	-5	-4
CC(C)C1CN(c2cncc(C(=O)N3CCOCC3)n2)CCCN1CC1CC1 (stereo unspecified)
  4	-11	.
CC(C)[C@H]1CC[C@H](C)C[C@@H]1OCC(=O)N1CCCC1c1nnc2c(C(F)(F)F)cccn12 (stereo partly specified)
  8	1	.
COc1ccc(-c2csc(=Nc3cccc(Cl)c3)n2CC2CCCO2)cc1 (stereo unspecified)
  -12	0	-5
O=C(CCC1CCCCC1)Nc1ccc(-n2cccn2)cc1
  -1	-14	.
Cc1ccc(-c2nc3ccccn3c2NC(=O)C(C)(C)CCl)cc1
  -4	-8	-8
CC(C)Oc1cccc(C(=O)C2CCCN(C(=O)/C=C/c3cccs3)C2)c1 (stereo unspecified)
  2&1	-1&-4	-2
CC(=O)Nc1ccc(-c2cn(CCc3nc(C)c4c(n3)CCC4)nn2)cc1
  30	-5	.
COc1ccc(Br)cc1CN(C)C(=O)c1nn(C)c(=O)c2ccccc12
  7	-13	.
CC(NC(=O)c1cc(Cl)ccc1OC1CCN(C2CCCC2)CC1)c1ccncn1 (stereo unspecified)
  22	-11	.
CC(=O)N1CCc2c(sc(NC(=O)c3c(F)cccc3F)c2-c2nc3ccccc3s2)C1
  4	-5	.
OC(COc1ccc2c(c1)OCO2)CN1CCN(Cc2ccc3c(c2)OCO3)CC1 (stereo unspecified)
  -1	-6	.
Cc1ccc(N2CC(C(=O)NC3CCN4CCCCC34)CC2=O)cc1 (stereo unspecified)
  5	-12	.
N=c1ncn(Cc2ccccc2)c2nc(SCCO)[nH]c12
  5	-2	.
O=C(c1ccc([N+](=O)[O-])s1)N1CCCCCC1
  5	-11	.
O=S1(=O)C=C(Br)c2ccccc21
  8	-9	2
Cc1ccccc1C(C)NC(=O)CCc1c(C)nc2c3ccccc3nn2c1C (stereo unspecified)
  -7	1	-3
Cc1nc(C2(NC(=O)c3cc4c([nH]c3=O)CCCC4=O)CCCCC2)no1
  0	2	0
COC(=O)C1CCN(C(=O)CN2CCCc3c(C)ccc(F)c32)CC1
  7	-6	.
Cc1sc(NC(=O)c2sc3nc4c(cc3c2N)N2CCC4CC2)c(C#N)c1C
  0	-5	.
C=CCOc1ccccc1/C=C1\C(=O)N(c2ccccc2)N=C1C
  -12	-4	-4
COc1cccc(C(N)c2nc(-c3csc4ccccc34)cs2)c1 (stereo unspecified)
  7	-5	.
Cc1cc(Oc2ccccc2Cl)nc(SCc2cccc(Cl)c2)n1
  -14	-2	0
Cn1ncc2c(N[C@H](CO)c3ccccc3)nc(C(C)(C)C)nc21
  -2	-9	.
Cc1c(C)n2c3c(=O)n(C)c(=O)n(C)c3nc2n1-c1ccc(Oc2ccccc2)cc1
  0	12	-3
COc1ccc(S(=O)(=O)Oc2ccc(-c3nc4ccc(Br)cn4c3NC(C)(C)CC(C)(C)C)cc2OC)cc1
  7	-6	-10
NC(=O)c1cccc(CC2CCN(C(=O)c3cccc(OC(F)F)c3)C2)c1 (stereo unspecified)
  3	-4	-6
Cn1c(=O)[nH]c(=O)c2c1nc(SCc1ccc(F)cc1)n2Cc1ccccc1
  1	-6	-9
S=c1[nH]nc(-c2ccc(Cl)cc2)n1N=CC=Cc1ccco1
  6	-4	-5
Clc1ccc(CN2CCN(N=CC(Br)=Cc3ccccc3)CC2)cc1
  1	-5	-5
Cc1cccc(NC(=O)CSc2nccn3nc(-c4ccccc4)cc23)c1C
  -1	-3	-9
COc1cc(C#N)ccc1OS(=O)(=O)c1c(C)c(C)cc(C)c1C
  9	-6	.
Cc1ncsc1CCCNC(=O)c1ccc2nc(C3CCCCC3)oc2c1
  18	-6	.

# Fetched one by one from above (four):
# Fields: NPYLR7 ag	hcGAS inh	mcGAS inh
NC(=O)c1cccc(CC2CCN(C(=O)c3cccc(OC(F)F)c3)C2)c1 (stereo unspecified)
  3	-4	-6
Cc1cc(Oc2ccccc2Cl)nc(SCc2cccc(Cl)c2)n1
  -14	-2	0
Cc1ncsc1CCCNC(=O)c1ccc2nc(C3CCCCC3)oc2c1
  18	-6	.
S=c1[nH]nc(-c2ccc(Cl)cc2)n1N=CC=Cc1ccco1
  6	-4	-5

# (next part)
# Fields: NPYLR7 ag	hcGAS inh	mcGAS inh
CCN1CCCC1CNC(=O)c1ccc(-c2cc(-c3cccc(C(F)(F)F)c3)n[nH]2)cc1 (stereo unspecified)
  .	-8	-7
COc1cccc(OC)c1-c1cnnc(N2CCN3CCCC3C2)n1 (stereo unspecified)
  0	-7	-7
Cc1nn(C)c2[nH]c(=O)c(CCC(=O)N3CCOC(c4ccc(F)cc4)C3)c(C)c12 (stereo unspecified)
  0	-3	.
O=c1cc(-c2ccncc2)[nH][nH]1
  2	-7	.
Cc1cc(C(F)(F)F)n2nc(C)c(C#N)c2n1
  4	3	.
CC(C)NC(=O)c1cc(C2CCCCN2C(=O)c2cc(C(C)(C)C)nn2C)on1 (stereo unspecified)
  4	-6	-7
c1ccc(CCc2noc(CN3CCCC(c4nc5ccccc5o4)C3)n2)cc1 (stereo unspecified)
  -3	-8	-9
CCOC(=O)C1=C(C)NC2=C(C(=O)CCC2)C1c1ccc(Cl)cc1Cl (stereo unspecified)
  9	-2	.
O=C(c1ccco1)N(CCCN1CCOCC1)c1nc2ccc(F)cc2s1
  -10	-1	-3
c1ccc2c(N3CCCC3)nc(N3CCCC3)nc2c1
  3	-3	.
COc1ccccc1-n1c(Cc2ccccc2)nnc1SCc1nc(C(=O)N2CCN(Cc3ccc4c(c3)OCO4)CC2)cs1
  .	2	-2
Cc1cc(C(=O)Nc2ccc(OC(C)C)cc2)n[nH]1
  -7	-15	.
O=C(NC1CCc2ccccc21)C1CCN(c2nc3c(-c4ccccc4F)csc3c(=O)[nH]2)CC1 (stereo unspecified)
  -9	-1	.
CCOC(=O)c1cc(-c2ccc(N3CCN(C(=O)c4cccc(OC)c4)CC3)cc2)n(-c2ccccn2)n1
  10	-1	-3
CCCNC(=O)c1c(O)nc2scc(C)n2c1=O
  -1	-3	-5

# (cont.)
Molecule	NPYLR7 ag	hcGAS inh	mcGAS inh
COc1ccc(CNC(=O)CCC2CCCN(Cc3cccc4c3OCO4)C2)c(OC)c1 (stereo unspecified)	-1	-11	.
O=c1cc(O)[n+]2c3n1CCCN3CCC2	6	-2	.
Cc1ncc([N+](=O)[O-])n1CCSc1nc2ccccc2[nH]1	4	-8	.
COCCCN(Cc1csc(COc2ccc(OC)cc2)n1)C(=O)CC(C)C	-3	-2	-2
CC(C)C(=O)Nc1nc(OCC(F)(F)F)cnc1-c1ccccc1	-7	-2	-3
COc1ccc(S(=O)(=O)Nc2cc(F)cc(N3CCOCC3)c2)cc1OC	1	4	0
CCOc1ncccc1CNC(=O)c1ccc(C)c(N2CCNC2=O)c1	-7	0	-9
C#CCN(C(C)=O)c1ccc(C#N)cc1	6	2	.
Cc1cc2cc(C(=O)N3CCCC(Nc4ccc(F)cc4)C3)ccc2o1 (stereo unspecified)	17&-2	-8&-1	-11&-4
O=[N+]([O-])c1ccccc1C1c2cccn2CCCN1Cc1ccc(Cl)cc1 (stereo unspecified)	13	-4	-3
CCCCC1CCC(C(=O)Nc2nnc(SCC(=O)Nc3nccs3)s2)CC1 (stereo unspecified)	-10	-10	-6
COc1cccc(-c2nc(OCc3ccc(F)cc3)nn2-c2cccc(NC(=O)C3CCC3)c2)c1	.	-7	-7
CN(C)S(=O)(=O)NC1CCCc2cc(OC(F)F)ccc21 (stereo unspecified)	-1	-8	.
O=C1C(=Cc2c(NCCCO)nc3ccccn3c2=O)SC(=S)N1C1CCCCC1	3	-12	-10
Nc1nc(SCC(=O)N2CCc3ccccc32)[nH]c(=O)c1NC(=O)c1ccccc1	-2	-4	-7
C=CCNC(=O)CSc1ncnc2c1nnn2CC	0	0	.
FC(F)Sc1ccc(NC(=S)NN2CCOCC2)cc1	0	-7	.
COCCCN(CC(=O)N(CCc1c[nH]c2ccccc12)Cc1ccccc1)C(=O)c1cccc(C(F)(F)F)c1	.	-9	-5
CCNC(=O)C(C)Nc1nc(C)nc2sc3c(c12)CCC3 (stereo unspecified)	.	-10	-5
Cc1csc(SCC(=O)N2CCCC(N3CCN(c4ccccc4C)CC3)C2)n1 (stereo unspecified)	5&-1	-9&-1	.
Cc1ccc(C(=O)NNC(=O)Cc2ccsc2)c(C)c1	2	-9	-9
CN1CCN(c2ncccc2CNC(=O)c2nc3ccccc3[nH]c2=O)CC1	4	-4	-12
CCC/C=C/c1nc2ccccc2n1CCO	4	4	.
Cc1cccc(NC(=O)c2c(NC(=O)Cc3ccccc3)sc3c2CCCC3)c1	-14	0	-3
CC(NC(=O)c1cc(NC(=O)C23CC4CC(CC(C4)C2)C3)ccc1N1CCCC1)c1ccccc1 (stereo unspecified)	-2	7	-4
CN(C)Cc1c(O)ccc2oc(Cc3ccccc3)cc12	-1	-6	.
CCOc1cc(CNc2nn[nH]n2)cc(Cl)c1OCc1ccccc1F	-10	-2	.
Oc1ccc(C2=Nn3c(nnc3-c3ccccc3Br)SC2)cc1O	2	-1	.
O=C1CCCC2=C1C(c1ccc(Cl)cc1)NC(=S)N2 (stereo unspecified)	4	-4	.
CNCc1nncn1-c1cccc(C(C)=O)c1	27	-7	-17

# Record cards, as listed above. Order of screens: NPYLR7 ag, hcGAS inh, mcGAS inh
# `CCOC(=O)C1=C(C)NC2=C(C(=O)CCC2)C1c1ccc(Cl)cc1Cl` (stereo unspecified) reads 9, -2, .
# `c1ccc2c(N3CCCC3)nc(N3CCCC3)nc2c1` reads 3, -3, .
# `Cc1nn(C)c2[nH]c(=O)c(CCC(=O)N3CCOC(c4ccc(F)cc4)C3)c(C)c12` (stereo unspecified) reads 0, -3, .

# Following part
Molecule	NPYLR7 ag	hcGAS inh	mcGAS inh
Cc1ncc(-c2c(-c3ccccc3)ncn2CCCOc2cccnc2)[nH]1	26	-4	-12
OCC(F)(F)C(F)(F)C(F)(F)C(F)(F)C(F)(F)CO	-14	-4	.
Cc1ccc(CNC(=O)C(C)NC(=O)c2ccc(Br)cc2)cc1F (stereo unspecified)	3	-2	.
CN(C)c1cccc(C(=O)N2CCC(CCC(=O)NCC3CCCO3)CC2)c1 (stereo unspecified)	5	1&-3	.
CN(CC(=O)c1ccc(O)cc1)C(=O)c1cccc(N2CCOCC2)c1	-5	-1	.
CS(=O)(=O)Oc1ccc(CN(Cc2ccccc2)C(=O)c2ccc(-c3ccccc3)cc2)cc1	19	-2	-5
O=C1NC2(CCN(C(=O)COc3ccccc3)CC2)Nc2cc(F)c(F)cc21	6	-2	0
CCn1ccc(CNC(=S)NCCOC)n1	-1	-2	-6
CC(C)c1cc(C(=O)N(Cc2ccccn2)CC2CCCO2)nc2ncnn12 (stereo unspecified)	0	-2	.
COc1ccc(N=Cc2nc(-c3cccc4ccccc34)oc2O)cc1Cl	-4	-3	.
CNS(=O)(=O)c1cccc(C(=O)N2CCc3ccccc3C2)c1	-3	-6	-6
O=C(C1CCCCC1)N1CCN(c2ncnc3c2nnn3Cc2ccccc2)CC1	-6	-6	-8
Cc1cc(C(F)(F)F)nn1CC(=O)Nc1cnc2ccccc2c1	-5	-3	-5
COC(=O)CC(NS(=O)(=O)c1ccc(Cl)c2ncccc12)C1CC1 (stereo unspecified)	3	-9	.
O=C(c1cn(Cc2ccc(Cl)cc2)nn1)N1CCC(N2CCSCC2)CC1	5	-1	.
CCCCn1c(=O)c(C#N)cc2c(=O)n3ccccc3nc21	3	-10	-5
CC(C)c1ccc(CN(C)CCCNS(C)(=O)=O)cc1	6	5	.
CC1Cc2ccccc2N1C(=O)C1CCCCC1C(N)=O (stereo unspecified)	-2	-10	.
O=C(NCCNc1cccnc1)c1ccc(Cl)cn1	7	1	.
CCN1C(=S)NC(c2ccc(NC(=O)Nc3ccc(OC)cc3)cc2)C(C(=O)OC)=C1C (stereo unspecified)	9	-3	-3
COc1cccc(C(=O)N2CCN(CC(OCc3ccc(C)cc3)c3cccc(OC)c3)CC2)c1 (stereo unspecified)	-1	1	0

# Compound activity from PubChem.
